Assay outcomes (PubChem BioAssay)
HepG2 tox: HepG2 cytotoxicity, counter-screen for TGF-b inhibitors. Potency, µM (titrated, usually from 46.1 µM), inactives show at the highest dose activity change, negative = cytotoxicity, most hits filed as cytotoxic. AID 588856. HepG2 CAGA-GFP viability, ATP luminescence, 18 h. actives 0.76% (n = 410,000); further: potency means the concentration at half of the fitted maximal effect; some results filed as inactive show a strong effect at the top dose
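CellTiter-Glo luminescence gave cytotoxicity after 18 hours at 37 degrees C. The cells were HepG2 CAGA-GFP in 1% FBS DMEM, stimulated with 500 pg/mL TGF-beta after compound addition. %Activity was normalised to no-cell wells (complete cell-killing) and DMSO (no toxicity), and curves were fitted and classified.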
S2 tox: reduces viability in counter-screen for ATXN expression inhibitors. S2 cells (HEK-293 line with an ATXN2-luciferase reporter) viability, CellTiter-Fluor protease fluorescence, 24 h. actives 0.49% (n = 400,000). Potency, µM (highest dose often 56.7 µM), most hits filed as cytotoxic; further: potency means the concentration at half of the fitted maximal effect; nearly all actives have a fitted effect of over 40% in size
HT1080-NT tox: kills 2HG-producing HT-1080-NT fibrosarcoma cells | actives 1.6% (n = 360,000) | AID 686970 | Potency, µM (highest dose often 46.1 µM), for the others: top-dose activity, negative = less viability, hits mostly cytotoxic | HT-1080-NT fibrosarcoma viability, CellTiter-Glo ATP luminescence, 48 h;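 further: NT is the 2HG producing partner of a matched IDH1 knockdown line; potency means the concentration at half of the fitted maximal effect; 0% = DMSO-treated cells and -100% = media-only wells without cells; nearly all actives have a fitted effect of over 55% in size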
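Luminescent CellTiter-Glo readout after 48 hours of compound exposure at 37 degrees C defined viability of HT-1080-NT cells. Activity was normalized to DMSO wells and cell-free media wells; concentration-response curves were fitted and assigned curve classes.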
ATXN2 expr inh: ATXN2 expression inhibition; HEK-293 ATXN2-luciferase reporter, luminescence, 24 h; Potency, µM (doses to about 57 µM), for inactives: at the top dose activity change, negative = inhibition, actives largely listed as inhibitors; actives 0.72% (n = 360,000); AID 1745845; further: potency means the concentration at half of the fitted maximal effect; on the % scale 0 is the no-effect control and ±100 the full control effect; nearly all actives have a fitted effect of over 55% in size
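qHTS (up to 57 uM final) was run with 24 h compound exposure of reporter cells at 37 °C. Each well was multiplexed: SteadyGlo luminescence measured ATXN2-luciferase expression after a fluorogenic Gly-Phe-AFC viability readout (25 uM final).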
IL1B secr inh: inflammasome signaling inhibition, IL-1 beta readout; THP-1 LPS/ATP IL-1B secretion, AlphaLISA, 16 h; stronger effect = lower value; activity change, % at 57.5 µM; actives 4.7% (n = 360,000); in the data active means activity change below about -50%; inconclusive means mostly about -30% to -49%; further: on the % scale 0 is the no-effect control and ±100 the full control effect
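Secreted IL-1B measured by AlphaLISA bead assay after 16 h compound exposure of THP-1 cells; compounds (final up to 57.5 uM) added 1 h before LPS (250 ng/mL) and ATP (1.25 mM) stimulation; lower signal means less secretion.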
KB-3-1 cytotox: kills parental KB-3-1 adenocarcinoma cells; KB-3-1 viability, CellTiter-Glo ATP luminescence, 72 h; Potency, µM (top dose mostly 46.1 µM), for inactives: top-dose activity change, negative = cytotoxic, actives largely listed as cytotoxic; actives 1.4% (n = 400,000); further: potency means the concentration at half of the fitted maximal effect; on the % scale 0 is the no-effect control and ±100 the full control effect; nearly all actives have a fitted effect of over 60% in size
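Using CellTiter-Glo luminescence, growth of non-resistant KB-3-1 adenocarcinoma cells is assessed 72 h after pin-tool compound addition at 37 °C. Normalized responses across the concentration series yield fitted curves.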
MCF10A rerep: DNA re-replication induction in MCF 10a cells. Potency, µM (top dose mostly 46.1 µM), for the others: at the top dose activity, positive = re-replication, hits mostly activators. MCF 10A DNA re-replication, Hoechst nuclear intensity, 48 h. actives 2.9% (n = 350,000); further: potency means the concentration at half of the fitted maximal effect; % of control where 0% means no effect; nearly all actives have a fitted effect of over 50% in size
HT1080 IDH1KD tx: toxicity to HT-1080 IDH1 knockdown cells (counter line) | HT-1080 IDH1 knockdown viability, ATP luminescence, 48 h | Potency, µM (highest dose often 46.1 µM), without a hit: top-dose activity, negative = toxicity, actives largely listed as cytotoxic | actives 2% (n = 360,000);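 further: potency means the concentration at half of the fitted maximal effect; 0% = DMSO wells and -100% = cell-free medium wells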
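Cytotoxicity counter-line: IDH1KD HT-1080, 48 h, CellTiter-Glo. Curves classed by r2, magnitude and activity.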
SW480 rereplic: induces DNA re-replication in SW480 colon adenocarcinoma cells. SW480 DNA re-replication, Hoechst DNA content imaging, 48 h. actives 1.8% (n = 340,000). AID 624297. Potency, µM (series often up to 46.1 µM), for the others: top-dose re-replication activation, usual class: activators; further: potency means the concentration at half of the fitted maximal effect; % of control where 0% means no effect; nearly all actives have a fitted effect of over 55% in size
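Treated cells incubate 48 hr (37 C, 5% CO2), are stained 40 min with Hoechst, and nuclear fluorescence is enumerated; a rise in nuclei with high DNA signal marks re-replication.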
* marks the source's active call; other numbers are inactive results; i = inactive; ? = inconclusive; . = no result given; [ ] = remark or other dose. Unless noted, the call rests on the fitted dose curve; in most records, active means well fitted curve in the direction sought with a large enough effect; inconclusive means small, poorly fitted or top-dose-only effect, or another doubt; inactive means no such curve, though single readings can be large; an effect the other way counts as inactive or inconclusive.

structure	HepG2 tox	S2 tox	HT1080-NT tox	ATXN2 expr inh	IL1B secr inh	KB-3-1 cytotox	MCF10A rerep	HT1080 IDH1KD tx	SW480 rereplic
CC(=O)c1ccc(NC(=O)CNc2cc(S(=O)(=O)N3CCOCC3)ccc2N2CCCC2)cc1	-1%	i	-10%	-1%	-17	2%	12%	5%	0%
CCNc1nc(NCc2ccccc2)nc(Oc2ccc(=O)[nH]n2)n1	-15%	i	-3%	-10%	-7	1%	?	-1%	-2%
COc1ccc(Cl)cc1NC(=O)CN(C)C(=O)c1cccc(S(=O)(=O)N2CCN(C)CC2)c1	-27%	i	6%	0%	19	-1%	11%	0%	0%
O=C1N(c2ccccc2C(F)(F)F)OC1(Cc1ccccc1)c1ccccc1 (configuration not stated)	-30%	i	-5%	?	-80*	0%	?	-7%	?
O=C(COC(=O)CCCNC(=O)c1ccc(Cl)cc1)Nc1ccc(Br)cc1	-8%	i	0%	2%	12	1%	10%	-2%	-8%
Cc1nn(-c2ccccc2)c(N)c1N=Nc1ccc2ccccc2c1	-32%	i	-9%	74%[activator]	-1	?	15%	-9%	12%
CN1C2C=C3C(C#N)=C(N)C(C#N)(C#N)[C@@H](c4cccs4)C3C1CC2 (some centres not stated)	-3%	i	-2%	-6%	0	9%	?	-7%	1%
CN(C)c1cccc(C(=O)N2CCC(c3ccncc3)CC2)c1	-15%	i	.	-18%	.	?	.	.	.
Cc1ccc(CNC(=O)C23CN(Cc4ccccc4)CC2C(c2ccc([N+](=O)[O-])cc2)=NO3)cc1 (configuration not stated)	-25%	i	-6%	4%	0	-2%	9%	-2%	40%[9.22 µM]
N/C(=N\OC(=O)c1ccc2ccccc2c1)c1ccccc1Cl	-28%	.	?	-30%	0	?	?	?	?

Later entries:
structure	HepG2 tox	S2 tox	HT1080-NT tox	ATXN2 expr inh	IL1B secr inh	KB-3-1 cytotox	MCF10A rerep	HT1080 IDH1KD tx	SW480 rereplic
Cc1ccc(C=Cc2ccccn2)cc1	-30%	i	19%	.	18	17%	.	13%	.
CCOC(=O)c1c(C)n(C)c2cc(OCCN(CC)CC)ccc12	-24%	i	-24%	-7%	-55*	0%	28%	3%[9.24 µM]	0%
Cc1nnc2c(NC3CCCC3)nc3ccccc3n12	-37%	?	-8%	13%	52	-5%	-36%[inhibitor]	-3%	-97%[inhibitor]
COc1ccccc1-n1c(C)nc2cc(C(=O)NCCN3CCOCC3)ccc21	3%	i	9%	.	0	-4%	-9%	3%	3.7µM*
CCC(=O)Nc1ccc2c(c1)ncn2C	-8%	?	25%	2%[11.3 µM]	-1	4%	-5%	13%	-12%
O=C(Cn1ccc2ccccc2c1=O)N1CCN(c2cccc(Cl)c2)CC1	-17%	i	1%	-9%	-2	20%	17%	1%	-4%
Cc1cccc(Nc2ccc([N+](=O)[O-])cn2)c1	-30%	i	-1%	.	-10	11%	2%	-2%	2%
CCOC(=O)C1CCN(C(C)=C2C(=O)c3ccccc3C2=O)CC1	5%	i	4%	0%	11	0%	1%	1%	2%
O=C(c1cccc(Br)c1)N1CCN(C2=NS(=O)(=O)c3ccccc32)CC1	-2%	i	0%	-1%	12	-1%	-4%	2%	-3%
Cc1cc(C)cc(NC(=O)CSc2nncn2-c2ccccn2)c1	-6%	i	15%	-11%	-8	1%	2%	-2%	-3%

Other compounds follow:
structure	HepG2 tox	S2 tox	HT1080-NT tox	ATXN2 expr inh	IL1B secr inh	KB-3-1 cytotox	MCF10A rerep	HT1080 IDH1KD tx	SW480 rereplic
COC(=O)c1ccccc1NC1c2ccccc2C(=O)N1c1cccnc1 (configuration not stated)	-15%	i	-7%	-3%	-12	-15%	0%	-3%	-4%
Cc1nnc(NC(=O)c2ccc(S(=O)(=O)N3CCOCC3)cc2)s1	1%	i	0%	2%	19	12%	17%	-6%	-12%
Cc1ccc(OCCC(=O)OCC(=O)N2CC(=O)Nc3ccccc32)cc1	-10%	i	-3%	.	-27	0%	?	-25%	-2%
CC(=O)NC1Sc2ccccc2N=C1c1ccccc1 (configuration not stated)	2%	i	-4%	14%	0	2%	9%	-1%	1%
CC1(C)Cc2cccc(OCC(=O)NCCc3ccc(S(N)(=O)=O)cc3)c2O1	-29%	i	1%	-4%	17	-4%	-4%	-4%	-6%
O=C(O)c1ccccc1C(=O)Nc1ccccn1	-44%	i	1%	3%	-6	-2%	9%	3%	-8%
Cc1cccc(CNC(=O)CCCn2nc(C)c3c(C)n(-c4ccccc4)nc3c2=O)c1	-16%	.	2%	.	-12	1%	1%	-6%	-16%
O=C(CSc1nnc(CCCN2C(=O)c3cccc4cccc(c34)C2=O)n1-c1ccccc1)NCCCO	-5%	?	6%	-10%	?	18%	8%	0%	2%
COc1cc(C(=O)Nc2ccc3[nH]c(=O)sc3c2)cc(OC)c1OC	-2%	i	.	11%	.	6%	.	.	.
O=C(O)C1CCN(C(=O)COc2ccc3c4c(c(=O)oc3c2)CCCC4)CC1	-4%	i	2%	-8%	-5	0%	3%	2%	1%

Structures listed above printed as active in IL1B secr inh.
compound,IL1B secr inh,SW480 rereplic
O=C1N(c2ccccc2C(F)(F)F)OC1(Cc1ccccc1)c1ccccc1 (configuration not stated),-80*,?
CCOC(=O)c1c(C)n(C)c2cc(OCCN(CC)CC)ccc12,-55*,0%

Continued:
structure	HepG2 tox	S2 tox	HT1080-NT tox	ATXN2 expr inh	IL1B secr inh	KB-3-1 cytotox	MCF10A rerep	HT1080 IDH1KD tx	SW480 rereplic
Cc1cc(C)c(NC(=O)C(C)n2nnc3sc4c(c3c2=O)CCCC4)c(C)c1 (configuration not stated)	-17%	i	.	-6%	.	13%	.	.	.
NNC(=S)NCc1ccc2c(c1)OCO2	-1%	i	9%	-6%	-9	0%	4%	13%	-1%
COc1cccc(CN2CCN(Cc3cccc4nonc34)CC2CCO)c1 (configuration not stated)	-13%	i	-2%	-9%	19	1%	0%	7%	-100%[inhibitor]
CCOC(=O)CN(C(=O)COc1nc(-c2ccccc2)cc(C)c1C#N)c1ccc(F)cc1	25%	i	1%	.	38	-1%	2%	-2%	-9%
CC(C)N(C)c1ncnc2c1ncn2[C@H]1CN(Cc2cccnc2)C[C@@H](CO)O1	4%	i	15%	14%	2	0%	.	20%	.
COc1ccc(CC(=O)OCC(=O)NC2CCCCC2)cc1OC	0%	i	3%	3%	21	-7%	-1%	3%	-1%
CN1CCN(C(=O)c2ccc3nc(-c4ccccc4)c(-c4ccccc4)nc3c2)CC1	-14%	i	-15%	-15%	-16	4%	-12%	-20%	-4%
COc1ccc(S(=O)(=O)Nc2cc3[nH]c(=O)oc3cc2C)cc1	-8%	?	?	-27%	19	?	27%	?	?
COC(=O)c1cc(C(=O)Nc2nc3ccccc3[nH]2)cc([N+](=O)[O-])c1	20%	i	-26%	8%	19	-4%	1%	?	3%
Cc1ccc(NC(=O)Cn2c(=O)oc3cc(S(=O)(=O)N4CCCC4)ccc32)cc1F	-5%	i	.	-13%	.	-5%	.	.	.

Other records follow.
structure	HepG2 tox	S2 tox	HT1080-NT tox	ATXN2 expr inh	IL1B secr inh	KB-3-1 cytotox	MCF10A rerep	HT1080 IDH1KD tx	SW480 rereplic
CC(=O)c1ccc(S(=O)(=O)NCCOc2ccccc2)cc1	1%	i	8%	.	-4	-4%	.	5%	.
Cc1cc(=O)oc2cc(NC(=O)C3CCCC3)ccc12	3%	i	16%	1%	-30	16%	-23%	4%	10%[1.84 µM]
Cc1cccc(N2CCN(C(=O)Cn3c(C)c4cnn(-c5ccccc5)c(=O)c4c3C)CC2)c1C	-42%	?	.	?	.	?	.	.	.
CCCOc1ccc([N+](=O)[O-])cc1C1NC(=S)NC(c2ccccc2)=C1C(=O)OCC (configuration not stated)	14%	?	-16%	-9%	-29	?	13%	-9%	?
Oc1c(C(c2cccc(Br)c2)N2CCCC2)sc2nc(-c3ccco3)nn12 (configuration not stated)	-18%	i	.	-4%	.	10%	.	.	.
CC1(C)CC(=O)C=C(c2cccc(O)c2)C1=O	-3%	i	14%	7%	9	26%	-16%	7%	1%
Cc1ccc(N=Cc2c(O)[nH]c3ccccc23)c([N+](=O)[O-])c1	4%	i	16%	19%	14	10%	-10%	21%	0%
CCNC(=S)/C(=C(/[O-])c1ccc([N+](=O)[O-])cc1)[n+]1ccccc1	0%	i	8%	1%	-29	23%	-7%	17%	-5%
CC(C)c1ccc(NC(=O)C(c2ccc3c(c2)OCO3)N2CCN(C(=O)c3ccco3)CC2)cc1 (configuration not stated)	-1%	i	-8%	-14%	-24	-28%	?	-3%	-3%[9.22 µM]
COc1ccc(C(O)c2nc3ccccc3n2C(C)C)cc1 (configuration not stated)	1%	i	?	-18%	36	?	?	?	?

(further entries)
structure	HepG2 tox	S2 tox	HT1080-NT tox	ATXN2 expr inh	IL1B secr inh	KB-3-1 cytotox	MCF10A rerep	HT1080 IDH1KD tx	SW480 rereplic
Cc1ccc(S(=O)(=O)CC(=O)Nc2ccc3nc(C)sc3c2)cc1	16%	i	9%	-12%	-6	19%	-8%	13%	-19%
O=C1c2ccccc2C(=O)N1CCN1CCc2ccccc21	-21%	i	7%	57%[activator]	37	5%	1%	15%	2%
Fc1ccc(CNC(=S)NC2CCCCCC2)cc1	-46%	i	-4%	-8%	-16	0%	-1%[9.22 µM]	-8%	-18%
O=C(COC(=O)c1ccc(F)cc1F)NCc1ccc2c(c1)OCO2	4%	i	-6%	-1%	-3	12%	-1%	9%	-5%
CCn1c(SCC(=O)N/N=C(/C)c2ccncc2)nc2ccccc21	-2%	i	-4%	-7%	14	-1%	-3%	-2%	2%

Not a hit list. Share with any hit: about 8.9%.
